Bioassay records (PubChem)
PDI turbidity – inhibitors of human protein disulfide isomerase; PDI insulin aggregation turbidity, A650, 90 min; inhibition, % at 10 µM; 350,000 tested, 0.052% active; AID 588391;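 active means mean inhibition across replicates of 30% or more, whatever share of single replicates reach that level; inconclusive means mean inhibition below 30% while every single replicate reaches 30%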;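 further: absorbance from insulin aggregation driven by PDI reduction with DTT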
Target sequence (P07237 whole entry, looked up): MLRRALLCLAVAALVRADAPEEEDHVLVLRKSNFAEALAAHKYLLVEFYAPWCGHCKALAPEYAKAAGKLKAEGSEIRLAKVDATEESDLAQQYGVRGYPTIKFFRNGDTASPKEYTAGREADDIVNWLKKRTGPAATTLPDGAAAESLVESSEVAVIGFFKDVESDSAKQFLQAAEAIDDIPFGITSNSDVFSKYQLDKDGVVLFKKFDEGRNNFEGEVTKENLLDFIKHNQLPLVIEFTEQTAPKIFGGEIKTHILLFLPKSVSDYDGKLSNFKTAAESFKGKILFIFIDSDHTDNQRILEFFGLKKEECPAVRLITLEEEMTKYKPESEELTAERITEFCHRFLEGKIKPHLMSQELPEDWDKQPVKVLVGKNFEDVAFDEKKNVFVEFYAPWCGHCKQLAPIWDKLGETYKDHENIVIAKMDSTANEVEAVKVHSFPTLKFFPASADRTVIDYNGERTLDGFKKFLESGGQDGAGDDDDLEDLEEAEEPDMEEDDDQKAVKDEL
Exocytosis inh – lytic granule exocytosis inhibition | TALL-104 LAMP-1 surface exposure, flow cytometry; cells stimulated with thapsigargin and PMA | inhibition, % at 10 µM | 360,000 tested, 0.66% active | AID 651702;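 active means inhibition above about 55%, limit read from the data; inconclusive means no clear call, values can overlap the other calls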
HTR2A ag – mouse HTR2A agonism via beta-arrestin recruitment; CHO-K1 mHTR2A beta-arrestin complementation, luminescence; percent of 30 µM serotonin response; P35363; activation, % at 7.6 µM; 360,000 tested, 0.66% active; AID 624169;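 active means activation above a run cutoff, the mean activation of all tested compounds plus 3 SD, cut at about 14% in these data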;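 further: 0% = plate median of compound wells and 100% = 30 µM serotonin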
Target sequence (P35363 whole entry, looked up): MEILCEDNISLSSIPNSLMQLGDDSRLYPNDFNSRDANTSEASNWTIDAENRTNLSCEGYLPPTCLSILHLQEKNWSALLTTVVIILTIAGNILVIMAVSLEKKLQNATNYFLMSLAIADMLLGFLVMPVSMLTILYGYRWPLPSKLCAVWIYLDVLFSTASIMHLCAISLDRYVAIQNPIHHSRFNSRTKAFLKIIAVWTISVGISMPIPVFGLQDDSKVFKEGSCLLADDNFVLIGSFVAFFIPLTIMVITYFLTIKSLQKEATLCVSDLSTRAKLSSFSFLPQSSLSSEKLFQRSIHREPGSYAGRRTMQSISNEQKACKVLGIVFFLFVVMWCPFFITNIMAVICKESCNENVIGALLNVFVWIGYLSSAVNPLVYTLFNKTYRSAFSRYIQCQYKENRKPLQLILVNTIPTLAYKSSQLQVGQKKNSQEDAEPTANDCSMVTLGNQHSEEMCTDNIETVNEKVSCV
CaV13 FRET inh – Disruptors of the CACNA1D IQ motif to Ca2+-dependent inactivation inhibitor domain association, primary screening, Förster resonance energy transfer in intact living …; AID 743397; HEK cells, CFP/YFP FRET ICDI-IQ, plate reader, 10 min; percent FRET-ratio fall versus neutral wells; 340,000 tested, 0.098% active; inhibition, % at 12.3 µM;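 active means mean replicate inhibition of at least 30% and at least 1% of replicates passing that level; inconclusive means only one of the two criteria is met; inactive means neither criterion is met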;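 further: 0% = median of the neutral control wells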
iPSC survival up – increases survival of single human iPS cells | hiPSC single-cell survival, ATPlite luminescence; 100% = ROCK inhibitor wells, 0% = DMSO | survival enhancement, % at 20 µM | 360,000 tested, 0.044% active; in the data active means survival enhancement above about 18%;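 further: cells exposed to compounds for 16 hours before the ATP read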
N-glyco inh – N-linked glycosylation inhibition. reporter increase, % at 12.5 µM. AID 588692. D54 ERlucT glycosylation luciferase reporter, 24 h; percent of 100 nM tunicamycin response. 360,000 tested, 0.23% active;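 active means mean luciferase reporter signal, scaled so untreated is 0 and the glycosylation-blocking control 100, at or above a set limit in every replicate; inconclusive means mean reaches the limit but not every replicate does; inactive means mean below the limit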;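 further: luciferase carries N-glycosylation sites so blocking glycosylation raises the light; 0% = median of neutral control wells and 100% = median of 100 nM tunicamycin wells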
aDG glyco act – increases alpha dystroglycan glycosylation; activation, % at 10 µM; AID 624168; Pro5-aDG cells, alpha-DG glycosylation AlphaScreen (IIH6); 0% Pro5, 100% B10-LARGE cell signal; 360,000 tested, 0.22% active;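 active means activation of at least 8% versus controls, or a plate z-score of at least 8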;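 further: Pro5 are CHO cells carrying HIG-tagged alpha-DG that lacks glycosylation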
Vif imaging – blocks HIV Vif function; HEK293T cells, Vif self-association by quenched fluorescence, imaging, 24 h; inhibition, % at 7.49 µM; 340,000 tested, 0.35% active; in the data active means inhibition above about 50%, passing the limit was not always enough; inconclusive means no clear call, values can overlap the other calls; inactive means below about 31%; further: some results filed as inactive read as strong as hits
H9c2 protect – myocardial damage modulation in H9c2 cells. H9c2 cardiomyocytes, H2O2 injury protection, ATPLite, 2 h. 360,000 tested, 0.63% active. protection from H2O2 cell death, % at 20 µM. AID 588492;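 active means compounds giving at least 50% protection of heart cells from peroxide-induced death in the single-dose screen, raw or plate-pattern-corrected value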;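 further: 0% = DMSO wells with peroxide and 100% = DMSO wells without peroxide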
ABCB6 inh MLPCN – blocks the human ABCB6 transporter | fluorescence ratio to DMSO, % at 10 µM | AID 602162 | 360,000 tested, 0.19% active | Q9NP58 | K562-ABCB6 porphyrin accumulation, flow cytometry, 1 h; active compounds read low;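 active means fluorescence ratio to DMSO below 75%, the collection mean minus 3 SD; inconclusive means too few cells collected in the well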;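 further: signal is porphyrin accumulated inside mitochondria; 100% equals median channel fluorescence of DMSO control wells; lower ratio means ABCB6 inhibition with less porphyrin fluorescence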
Active calls of the source: *; ? = inconclusive; / = no result given. Outcome played no part in choosing rows, and some 3.1% of all compounds hit somewhere here.

SMILES	PDI turbidity	Exocytosis inh	HTR2A ag	CaV13 FRET inh	iPSC survival up	N-glyco inh	aDG glyco act	Vif imaging	H9c2 protect	ABCB6 inh MLPCN
COc1ccc(/C=N/NC(=O)c2ccc3ccccc3c2)cc1OS(=O)(=O)c1ccc(NC(C)=O)cc1	3	0	-3	/	0.8	13	0.1	-4	38	101
O=C(Nc1ccc(-c2n[nH]c(=S)o2)cc1)c1ccccc1Br	-3	5	0	-1	0.4	1	0.0	-7	1	95
COC(=O)c1ccc(C(=O)NC(=S)Nc2ccc3nc(SC)sc3c2)cc1	12	2	1	-3	0.0	-1	-0.5	5	-4	94
CCCCCCC1CC(CCc2nc(=S)[nH][nH]2)C(=O)O1 (stereo unspecified)	-7	0	-2	-3	6.4	2	-0.1	-3	2	94
CCN(CC)CCOC(=O)/C=C/c1ccccc1	-2	-7	-3	-5	0.1	-1	-0.1	1	-4	109
O=C1NC2(CCCCC2)C(=O)N1CCS(=O)(=O)Oc1ccc(Br)cc1	11	0	0	-6	0.9	1	-0.1	1	-4	100
Cc1ccc(C)c(N(CC(=O)NC2CCCC2)C(=O)c2csnn2)c1	-1	-16	-1	-3	-0.4	1	0.0	14	4	95
CCN(CC)C(=O)Cn1cc(S(=O)(=O)CC(=O)Nc2ccc(F)cc2)c2ccccc21	-3	-2	-1	/	-0.3	0	0.0	-9	-2	94
CNS(=O)(=O)c1cnccc1N1CCN(c2cccc(C)c2)CC1	-6	-6	0	0	-0.3	0	0.1	6	9	97
CCC(=O)N1CCc2cc(S(=O)(=O)NCCN3CCCCC3CC)ccc21 (stereo unspecified)	3	-2	0	-5	2.7	0	-0.2	/	-8	93
CCC(C)NC(=O)c1cn(CCOC)c(=O)c2c1c1ccccc1n2C (stereo unspecified)	1	-3	6	-21	1.1	3	0.1	-18	2	101
CC(OC(=O)CC1CC2CCC1C2)C(=O)Nc1cccc(S(=O)(=O)N2CCOCC2)c1 (stereo unspecified)	-4	3	5	-5	0.1	4	-0.3	-12	-4	93
COc1ccc(S(=O)(=O)NCCc2cc3ccc(C)c(C)c3[nH]c2=O)cc1	2	4	-9	-2	-0.6	-1	0.0	6	-10	87
COc1cc(OC)c(N(C)S(=O)(=O)c2cccc(C(=O)OCC(=O)N(C)Cc3ccccc3)c2)cc1Cl	-7	-2	0	-7	-0.3	-3	0.0	7	6	88
COc1ccccc1C(=O)CSc1ccccn1	4	11	-2	-1	0.2	1	1.5	0	2	97

Some of the entries so far, in markdown.
| canonical_smiles | PDI turbidity | Exocytosis inh | HTR2A ag | CaV13 FRET inh | iPSC survival up | N-glyco inh | aDG glyco act | Vif imaging | H9c2 protect | ABCB6 inh MLPCN |
| --- | --- | --- | --- | --- | --- | --- | --- | --- | --- | --- |
| CCN(CC)CCOC(=O)/C=C/c1ccccc1 | -2 | -7 | -3 | -5 | 0.1 | -1 | -0.1 | 1 | -4 | 109 |
| O=C1NC2(CCCCC2)C(=O)N1CCS(=O)(=O)Oc1ccc(Br)cc1 | 11 | 0 | 0 | -6 | 0.9 | 1 | -0.1 | 1 | -4 | 100 |
| Cc1ccc(C)c(N(CC(=O)NC2CCCC2)C(=O)c2csnn2)c1 | -1 | -16 | -1 | -3 | -0.4 | 1 | 0.0 | 14 | 4 | 95 |

Following part
SMILES	PDI turbidity	Exocytosis inh	HTR2A ag	CaV13 FRET inh	iPSC survival up	N-glyco inh	aDG glyco act	Vif imaging	H9c2 protect	ABCB6 inh MLPCN
NCCCCCc1nnc(SCc2ccc(Cl)c(Cl)c2)o1	13	10	-6	-3	0.7	-1	0.2	-7	8	89
O=C(COC(=O)c1cc([N+](=O)[O-])ccc1N1CCOCC1)Nc1cc(F)ccc1F	4	-2	8	-7	-0.4	0	-0.1	13	8	97
O=C(NC1CCCC1)c1cc(-c2ccc(Cl)c(Cl)c2)on1	2	26	5	-7	-0.6	-1	0.2	1	-3	94
CC(=O)Nc1nc(Cn2nnc(-c3ccc4c(c3)OCO4)n2)nc(N(C)C)n1	-4	1	1	-6	-0.5	-3	0.4	4	3	100
COCCCNC(=O)c1cc(C(=O)c2ccccc2Br)c[nH]1	-3	6	2	-3	0.6	0	-0.1	-3	5	95
O=C(CNS(=O)(=O)c1cccc2nsnc12)NC1CCCCC1	-6	1	6	-5	1.1	2	0.1	-22	6	97
CCc1ccc(NC(=O)c2onc(C)c2Cl)cc1	-2	-2	0	-5	-0.8	-6	-0.1	-4	-20	102
CCOC(=O)CN1CC23C=CC(O2)C(C(=O)NCc2ccc(F)cc2)C3C1=O (stereo unspecified)	/	5	0	-4	2.6	0	-0.1	1	3	108
Cc1ccc(C(=O)NCCN2CCNC2=O)cc1	5	-2	2	-4	-0.6	0	0.0	-7	-6	98
CC(Oc1ccc(Br)cc1)c1nc2c3ccccc3nc(=S)n2[nH]1 (stereo unspecified)	-2	8	0	-3	-0.3	3	0.0	-3	5	95
COc1ccc(CCNC(=O)CSc2nc(O)cc(=O)[nH]2)cc1OC	4	0	-4	-1	-0.4	0	0.0	-5	1	102
COc1ccc(CNC(=O)CN(C(=O)c2cc3sccc3n2C)C2CCCC2)cc1	6	0	-5	-9	2.2	-3	-0.1	15	44	94
CC(C)Oc1cc(C(=O)NC2CCCCC2)c2ccccc2n1	3	-4	-2	/	-0.1	-2	-0.2	-3	-7	89
O=S(=O)(c1ccc(-c2nc3ccccc3s2)cc1)N1CCCC1	-7	1	-5	-4	-0.3	1	-0.1	1	5	100
Fc1ccc(-c2csc3ncnc(N4CCN(c5ccccc5)CC4)c23)cc1	3	-4	1	-3	0.0	-9	0.2	18	-8	95
Cn1cccc1CC(=O)N/N=C/c1ccc(C(C)(C)C)cc1	6	-4	-1	-5	-0.7	1	0.1	1	-5	98
COc1cccc(Nc2nnc(Cc3cccnc3)c3ccccc23)c1	-3	-14	-1	-20	-1.0	-3	-0.2	-1	2	95
CC1Cc2cc(/C(O)=C3/C(=O)C(=O)N(CCCn4ccnc4)C3c3ccc(Br)cc3)ccc2O1 (stereo unspecified)	6	-2	7	-4	0.2	-1	0.0	35	-1	96
COc1cc2[nH]c3c(=O)n(N)c(=O)[nH]c3c2cc1OC	11	4	2	-6	-0.5	1	-0.1	2	5	96
COC(=O)c1nc(-c2ccccc2)oc1N(C)C	-9	10	0	-6	-1.3	-1	-0.1	-13	-4	98
Cc1nnc(NC(=O)CSc2nnc(CNC(=O)c3ccc(F)cc3)o2)s1	1	-3	5	-6	-0.4	0	-0.2	-1	0	94
COc1cccc(CC(=O)OCC(=O)c2cc(OC)ccc2OC)c1	-3	5	-1	-6	-0.5	-1	-0.2	17	2	93
CNc1nc(Nc2ccc(C)cc2C)c2sccc2n1	9	0	-1	-5	-0.8	1	0.3	-24	-6	99
Cc1cc(=O)[nH]c(SCC(=O)Nc2ccc3c(c2)CCC3)c1C#N	-12	-3	8	-8	0.2	1	0.1	-3	-6	98
CCCNc1nc(C)cc(-c2cc(C(=O)Nc3ccccc3)on2)n1	4	-5	-5	?	-2.4	1	-0.1	-6	5	97
COc1ccc(N2CCN(c3nc(Cl)nc(N4CCOCC4)n3)CC2)cc1	14	-5	-2	/	-0.7	1	0.0	-14	1	101
CN(CC(=O)Nc1ccccc1Cl)CC(=O)Nc1ccccc1[N+](=O)[O-]	1	-17	1	8	0.2	1	0.0	2	-2	103
CC(=O)c1ccc(NC(=O)c2ccc3c(=O)n4c(nc3c2)CCCCC4)cc1	-5	-4	-3	-7	0.1	-1	0.1	-5	8	94
CCOC(=O)CCc1c(C)c2ccc(OCc3nn[nH]n3)cc2oc1=O	-1	1	1	-3	-0.5	4	0.3	6	0	101
O=C(O)CCc1ccc(S(=O)(=O)NCCc2ccccc2)cc1	-10	0	2	-2	-2.0	1	-0.2	/	-2	95
O=C1/C(=C/c2cccnc2)CC/C1=C\c1cccnc1	2	-1	-4	-2	-0.5	9	0.0	-4	-3	97
COc1ccccc1CC(=O)Nc1ccccc1C(=O)O	3	0	7	-4	-2.9	2	0.0	22	12	102
COc1ccc(S(=O)(=O)NC(CC(=O)N2CCc3ccccc32)c2ccco2)cc1 (stereo unspecified)	-6	1	-2	/	-2.6	-1	0.7	4	-5	101
O=C(Nc1c2c(nn1-c1ccc(Cl)cc1)CS(=O)(=O)C2)c1ccc2c(c1)OCO2	-2	-1	0	-9	7.8	-1	0.0	/	-1	98
Cc1ccccc1N=C1c2ccccc2C(=O)C1[N+](=O)[O-] (stereo unspecified)	9	32	-1	-6	-0.6	1	-0.1	23	-3	97
O=C(Nc1ccccc1)c1snc2c(=O)[nH]cnc12	-3	0	-2	-3	1.1	1	-0.3	0	-7	96
CN(CCOc1ccccc1)Cc1nc2cc(Cl)ccc2c(=O)[nH]1	-1	0	3	9	-0.1	1	0.8	1	-1	98
CN1CCN(C(=O)NCC23CC4CC(CC(C4)C2)C3)CC1	-4	9	-3	1	0.1	-1	-0.3	-4	10	98
CC(=O)N/C(=C\c1ccc(F)cc1)C(=O)NC(C(=O)O)C(C)C (stereo unspecified)	-4	3	1	8	4.1	-1	0.1	-1	-1	109
Cc1ccc(S(=O)(=O)NC(CN2CCOCC2)=NCCNS(=O)(=O)c2ccccc2)cc1	4	-1	-6	-9	-0.1	3	0.2	10	1	97
C=CCN1C(=O)C2C(C(=O)NC)C3(C)C=CC2(O3)C1C(=O)NCc1ccc(OC)cc1 (stereo unspecified)	5	-2	2	-5	3.6	2	0.7	-4	8	98
O=C(CCNS(=O)(=O)c1ccccc1Cl)OCc1nnc(-c2ccccc2Cl)o1	10	8	-1	-7	-0.1	1	0.1	-4	-2	96
NS(=O)(=O)c1cc2c(cc1Cl)NC(CC1CCCC1)NS2(=O)=O (stereo unspecified)	-9	-12	-5	-17	-0.3	2	0.1	-1	0	99
CC(C)CN(C(=O)c1cccc(F)c1)c1c(N)n(CC(C)C)c(=O)[nH]c1=O	3	-4	-4	-7	0.4	1	0.1	33	2	100
CCCN(CC(=O)Nc1cc(Cl)ccc1Cl)C(=O)/C=C/c1ccco1	5	0	-1	-5	-0.6	1	0.1	3	-1	92
COc1ccc(OC(=O)c2cc3ccccc3o2)cc1	-3	-1	-1	/	4.0	2	0.3	10	-12	94
COc1ccc(NC(=O)Nc2cccc3c2O[C@@H](CN(C)S(=O)(=O)c2cn(C)cn2)[C@@H](C)CN([C@H](C)CO)C3=O)cc1	-2	1	8	-4	-0.5	1	-0.2	11	4	100
COc1ccc(CC(=O)N/N=C(\C)CC(=O)Nc2ccc3c(c2)OCCO3)cc1	5	2	-3	-3	0.1	-2	-0.2	-5	4	100
Cc1ccc(S(=O)(=O)CC(=O)NC(C)c2ccccc2)cc1 (stereo unspecified)	4	-4	3	-3	0.6	1	0.3	-3	-2	100
CCCOCC(O)CCc1n[nH]c(=S)n1-c1ccccc1 (stereo unspecified)	-6	1	8	-11	-0.9	3	-0.1	-22	0	100
Cc1ccc(N2CC(c3nc4ccccc4[nH]3)CC2=O)c(C)c1 (stereo unspecified)	/	19	-2	-8	2.6	1	0.1	1	18	92
CCCCOC(=O)c1ccc(NC(=O)C(=O)NCCN(C)C)cc1	12	-11	-5	-5	-0.5	-6	0.0	-3	4	101
